Assay outcomes: PubChem, several laboratories
MDM2 E3 inh = inhibitors of human Mdm2 E3 ubiquitin ligase; Q00987; cell-based MDM2 ubiquitination luciferase reporter, 2 h; 0 = plate control, 100 = twice control, blank-subtracted; signal enhancement, % at 5 µM; hit rate 0.11% among 210,000; AID 1230;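 active = signal enhancement of 30% or more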;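 also: luminescence tracks abundance of the self-degrading MDM2-luciferase fusion protein; higher signal means inhibition of MDM2 E3 ligase activity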
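Material: stable MDM2–luciferase fusion reporter cells / Quantity: 2000 cells/well / Dosing: single 5 µM compound dose, 0.2% final DMSO / Buffer or medium: DMEM / Schedule: 4 h cell settling then 2 h compound exposure, 37 °C / Detection: luminescence with SteadyLite reagent, 15 min at room temperature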
14-3-3 Bad PPI = disrupts binding of bovine 14-3-3 zeta to phospho-Bad peptide; TR-FRET 14-3-3zeta/Dy647-pBad peptide displacement, 1 h; AID 781; P63103; hit rate 0.71% among 220,000; inhibition, % at 21.7 µM;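 active = inhibition above about 70%, limit read from the data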;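 also: 0% = full 14-3-3 plus peptide FRET controls and 100% = background without 14-3-3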
eIF4E 4G PPI = blocks eIF4E binding to eIF4G; P63073+Q04637; TR-FRET eIF4E-eIF4GI(517-606) binding, 2 h; inhibition, % at 21.7 µM; hit rate 0.37% among 220,000;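 active = inhibition above about 30%, limit read from the data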;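 also: 0% = full FRET control wells and 100% = background wells lacking eIF4GI fragment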
FXIIa inh 1536 = blocks human coagulation factor XIIa protease activity; AID 800; inhibition, % at 5 µM; P00748; hit rate 0.3% among 220,000; purified FXIIa, Boc-QGR-AMC fluorogenic substrate, 2 h; in the data active = inhibition above about 40%;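 also: 0% = enzyme with no compound and 100% = blank without enzyme; many of its hits are not listed in these tables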
Target sequence (P00748 20-372 limits assumed): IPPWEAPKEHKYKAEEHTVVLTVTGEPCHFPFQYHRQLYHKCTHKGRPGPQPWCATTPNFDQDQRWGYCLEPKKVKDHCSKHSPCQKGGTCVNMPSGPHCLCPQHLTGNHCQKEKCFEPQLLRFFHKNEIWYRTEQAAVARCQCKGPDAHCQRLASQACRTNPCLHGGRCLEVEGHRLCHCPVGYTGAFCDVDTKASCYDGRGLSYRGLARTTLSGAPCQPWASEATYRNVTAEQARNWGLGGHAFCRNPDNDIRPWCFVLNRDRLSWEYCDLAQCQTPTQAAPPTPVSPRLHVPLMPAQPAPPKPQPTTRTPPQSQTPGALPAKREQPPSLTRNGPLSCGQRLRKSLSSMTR
Target sequence (P00748 373-615 limits assumed): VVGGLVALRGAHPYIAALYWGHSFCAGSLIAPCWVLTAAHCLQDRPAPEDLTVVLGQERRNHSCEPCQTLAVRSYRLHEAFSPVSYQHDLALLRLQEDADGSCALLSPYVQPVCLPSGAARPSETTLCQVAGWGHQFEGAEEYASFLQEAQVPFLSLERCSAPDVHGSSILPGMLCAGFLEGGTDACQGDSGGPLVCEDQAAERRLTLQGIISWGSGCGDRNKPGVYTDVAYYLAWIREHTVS
p97 inhibitor = inhibitors of human p97 ATPase | recombinant p97 ATPase, Kinase-Glo ATP luminescence, 3 h | P55072 | inhibition, % at 8 µM | hit rate 0.42% among 220,000; in the data active = inhibition above about 15%;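 also: 0% = DMSO vehicle and 100% = wells lacking enzyme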
Wee1 stabilizer = inhibitors of human Wee1 degradation. HeLa Luc-Wee1K328M stability, luciferase luminescence; 100% = proteasome inhibitor MG132 effect. reporter increase, % at 5 µM. hit rate 1.2% among 220,000. AID 1321;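 active = activation above the mean of all tested compounds plus 3 SD, set per screening run, cut at about 8.8% in these data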;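 also: cells exposed to compound for 20 h before luminescence read; 0% = DMSO alone and 100% = MG132 at 30 µM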
FXIa inh 1536 = factor XIa (human) inhibition | inhibition, % at 5 µM | purified FXIa, Boc-Glu-Ala-Arg-AMC fluorogenic substrate | hit rate 0.14% among 220,000;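 active = inhibition of at least 40%; inactive = inhibition below 40%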;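 also: fluorescence of freed AMC excited at 355 nm; 0% = enzyme without compound and 100% = no enzyme blank; many of its hits are not listed in these tables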
Rad51 HR inh = blocks human Rad51 in homologous recombination. inhibition, % at 10 µM. hRad51 DNA strand exchange, fluorescence dequenching. AID 1385. hit rate 0.085% among 200,000;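 active = inhibition above 40% at the single screening dose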;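 also: 0% = DMSO control wells and 100% = blanks with heterologous ssDNA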
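Test system: preformed human Rad51 ssDNA filaments. Compound dosing: single dose, 10 µM final compound. Incubation: filaments 15 min 37 °C, then compound 30 min. Technique: FRET fluorescence dequenching, excitation 485 nm, emission 520 nm. Read-out basis: percent inhibition from fluorescence, normalised to plate control and blank means. Benchmarks: plate controls and plate blanks.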
KLK5 inh = kallikrein 5 (human) inhibition; recombinant hK5, fluorogenic AMC substrate cleavage; inhibition, % at 5 µM; hit rate 0.59% among 210,000;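 active = inhibition of 40% or more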;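 also: 0% = enzyme controls without compound and 100% = no-enzyme blanks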
Target sequence (Q9Y337 67-293 limits assumed): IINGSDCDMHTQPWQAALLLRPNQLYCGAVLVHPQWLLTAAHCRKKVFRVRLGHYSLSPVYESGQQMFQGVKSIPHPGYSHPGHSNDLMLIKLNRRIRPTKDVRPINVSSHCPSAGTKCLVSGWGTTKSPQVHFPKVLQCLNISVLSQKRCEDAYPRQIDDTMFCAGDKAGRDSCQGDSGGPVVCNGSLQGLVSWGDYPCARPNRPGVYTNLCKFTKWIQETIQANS
The depositor's hits bear a star; i = inactive; · = not tested or not shown; [ ] = dose if it differs, or a comment.

SMILES | MDM2 E3 inh | 14-3-3 Bad PPI | eIF4E 4G PPI | FXIIa inh 1536 | p97 inhibitor | Wee1 stabilizer | FXIa inh 1536 | Rad51 HR inh | KLK5 inh
O=C(CCn1c(=O)c2ccccc2n(CC(=O)NCCC2=CCCCC2)c1=O)NCc1ccco1 | -9 | -6 | -1 | 17 | -2 | 8 | -9 | -6 | 2
CC(C)c1nc(-c2ccccc2)c(-c2ccccc2)[nH]1 | -14 | -3 | 5 | 19 | -4 | 1 | 5 | 0 | 8
Cc1cc(C)cc(Nc2cc(=O)n(C3CCCCC3)c(=O)[nH]2)c1 | 27 | -4[fluorescence artefact?] | 3 | -7 | 4 | 1 | -4 | -2 | 18
CC(=O)N1CCN(C(=S)c2ccc(Cl)cc2)CC1 | -5 | 10 | 3 | 9 | 9 | 3 | 4 | 1 | -3
COc1cc(O)c(C(CC(=O)N2CCN(c3ccccc3)CC2)c2ccc(N(C)C)cc2)c(OC)c1 (stereo not drawn) | -2 | -3 | -1 | 0 | · | · | -4 | -10 | 4
CCN(CC)c1ccc2cc(C(=O)NNC(=O)c3ccc(S(=O)(=O)N4CCCCC4)cc3)c(=O)oc2c1 | 1 | 1 | -1 | 19 | 4 | 2 | 16 | i | -45
Cn1c(N)c(C(=O)COC(=O)c2ccnc3ccccc23)c(=O)n(C)c1=O | · | 4 | 3 | 12 | 2 | -3 | 6 | 7 | -4
CCOC(=O)N1CCC(NC(=O)c2csc3c2CCCC3)CC1 | -9 | 1 | 3 | -2 | -2 | 1 | -8 | -3 | -35
CN(CCC#N)C(=O)COC(=O)c1cccnc1Nc1ccccc1F | 1 | -3 | -4 | 2 | 2 | 0 | -9 | -7 | -5
CN(C)/C=C/C(=O)c1ccc(Cl)cc1Cl | -7 | -14 | -2 | · | 2 | 1 | 2 | 3 | 5
Cn1nnnc1SCC(=O)NC(=O)NCc1ccccc1 | -13 | 7 | -7 | 9 | 9 | -1 | -2 | -7 | -6
O=C(NCc1ccco1)c1noc2c1CCCCC2 | -2 | 6 | 14 | 11 | -1 | 1 | 0 | -5 | -4
Cc1c(-c2cccc(NC(=O)c3ccco3)c2)nc2ncccn12 | -27 | 4 | 3 | -5 | 6 | 0 | -6 | -29 | -4
Cc1c(C(=O)NC(Cc2ccccc2)c2nc3ccccc3[nH]2)cccc1[N+](=O)[O-] (stereo not drawn) | -1 | -7 | 8 | 20 | 3 | 0 | 13 | · | -5
CC(C)(C)c1ccccc1NC(=O)c1c(O)c2cccc3c2n(c1=O)CC3 | -5 | -24 | 0 | 4 | 5 | -2 | -4 | 12 | -16
CCN(CC)S(=O)(=O)c1cccc(C(=O)Nc2nc3cc4c(cc3s2)OCCO4)c1 | -2 | -5[fluorescence artefact?] | 3[fluorescence artefact?] | 7 | 3 | -3 | 0 | 1 | -7
N#CCCN(Cc1ccccc1)C(=S)Nc1ccc(F)cc1 | -10 | -11 | 3 | 1 | -8 | 0 | -7 | -16 | 1
COc1cc(/C=C/C(=O)OCC(=O)Nc2cc(C(F)(F)F)ccc2N2CCOCC2)ccc1O | · | -3[fluorescence artefact?] | 2 | 7 | -4 | 2 | 4 | · | -25
S=c1[nH]nc(CCc2nc3ccccc3[nH]2)n1-c1cccc(Cl)c1 | -6 | -13 | 4 | 14 | 0 | 1 | 2 | 0 | 6
O=c1c2cc(NC(=S)NCCCN3CCC(Cc4ccccc4)CC3)ccc2nc2n1CCCCC2 | -18 | -8 | 0 | 2 | 6 | 3 | -5 | 6 | -5
COc1ccc2c(c1)CCC1C2=NN(/C(C)=C/C(C)=O)C1c1cccc(F)c1 (stereo not drawn) | 7 | 2 | 3 | 6 | 0 | 1 | -4 | -18 | 0
Cn1c(=O)n(Cc2ccccc2F)c2ccccc21 | 10 | -3 | -3 | 30 | 0 | 1 | 1 | -9 | 37
Cn1cnc([N+](=O)[O-])c1Sc1ccc(Br)cc1 | -1 | -8 | 1[fluorescence artefact?] | 11 | 4 | -3 | 10 | 3 | -7
COc1ccc(C)cc1S(=O)(=O)N(CC(=O)NCc1ccc(Cl)cc1)Cc1ccccc1 | -16 | -6 | -5 | 18 | -3 | -3 | 4 | -5 | -17
O=C(CNC(=O)c1ccc(Cl)cc1)OCc1nc2ccccc2s1 | -12 | 5 | 1 | 4 | -1 | 3 | -2 | -2 | -2

Next part.
SMILES | MDM2 E3 inh | 14-3-3 Bad PPI | eIF4E 4G PPI | FXIIa inh 1536 | p97 inhibitor | Wee1 stabilizer | FXIa inh 1536 | Rad51 HR inh | KLK5 inh
CCN(CC)c1ccc(/C=N/N=C(N)N)c(O)c1 | -5 | -10 | -6 | -6 | -3 | 4 | -1 | -3 | -15
CCOc1ccc(-c2c(C)n([O-])c3c([n+]2=O)CCCC3)cc1 | -9 | 3 | -2 | 2 | -2 | -1 | -18 | -8 | -13
CC1(C(=O)O)CCC(C(N)=O)C1(C)C (stereo not drawn) | -15 | 3 | 0 | 5 | 8 | 1 | 0 | 15 | -2
CCCCC1=CC2=CC(=O)C(C)(OC(=O)CC)C(=O)C2=CN1CCCCO (stereo not drawn) | 2 | -1 | -7 | 10 | · | · | 4 | -3 | 4
CCOC(=O)c1cnc2ccc(Cl)cc2c1Nc1ccc(S(=O)(=O)Nc2ncccn2)cc1 | -2 | -1 | 2[fluorescence artefact?] | 9 | -3 | 1 | 8 | 0 | -17
Cc1ccc(C(=O)N2CCC(C(=O)NCc3cccnc3)CC2)cc1 | 3 | 4 | 1 | 12 | 5 | 4 | 6 | 1 | -3
Cc1c(C)n(CC(O)CNc2ccccc2)c2ccccc12 (stereo not drawn) | -14 | 22 | 0 | 4 | 0 | 0 | -2 | · | 0
CCOC(=O)CN1C(c2ccccc2O)Nc2ccc(Br)cc2C1c1ccccc1 (stereo not drawn) | -4 | -12 | 1 | 9 | -3 | -1 | 2 | · | -8
CCCNC(=O)CS(=O)Cc1nc(-c2ccc(OC)cc2)oc1C (stereo not drawn) | -8 | 1 | 1 | 17 | -2 | 0 | 8 | 0 | -4
COc1ccc(Cl)cc1NC(=O)N1CCC(C)CC1 | 0 | -3 | -1 | 7 | -2 | 0 | -6 | 7 | -4
N/C(CC(=O)Nc1cccc(C(F)(F)F)c1)=N/O | -8 | -9 | -5 | -3 | 0 | -1 | -11 | -7 | -9
O=C(O)CC1S/C(=N\N=C2CCCCCCC2)N(c2ccccc2)C1=O (stereo not drawn) | -24 | -8 | 0 | · | 1 | -3 | -5 | 10 | -1
CC1(C)C(=O)NCCN1C(=O)CCCC(=O)O | 13 | -2 | -2 | 19 | 8 | 12* | 6 | -3 | 15
CSc1c(CC(=O)Nc2ccccc2Cl)n(Cc2ccccc2)c2ccccc12 | 2 | 12[fluorescence artefact?] | 4 | 13 | -3 | -4 | 7 | -2 | -8
COC(=O)c1c(NS(=O)(=O)c2ccc3ccccc3c2)sc2c1CCCC2 | -22 | -4 | -6 | 16 | -3 | 0 | 11 | -6 | 0
Cc1ccc(-c2csc(NC(=O)c3cccs3)n2)cc1 | -11 | -11[fluorescence artefact?] | -6 | 7 | 2 | -2 | 5 | 6 | -16
COc1ccc(/C=N/NC(=O)C2(C)NC(C)(C)Cc3ccccc32)cc1 (stereo not drawn) | -5 | -4 | 2 | 4 | 1 | -2 | 0 | · | 1
CCOc1ccccc1Nc1nc(N)nc(CN(C)C2CCCCC2)n1 | -1 | 9 | 2[fluorescence artefact?] | 16 | 5 | 1 | 1 | 2 | -27
CC(C)NC(=S)N1CCN(C/C=C/c2ccccc2)CC1 | -7 | -7 | 2 | · | 0 | 0 | -2 | 3 | 1
CCOC(=O)/C(C#N)=C1\Nc2ccccc2N=C1N(CC(C)C)CC(C)C | -25 | 3 | -6 | 16 | -4 | 6 | 4 | 3 | -7
O=c1cc(CN2CCN(S(=O)(=O)c3ccccc3[N+](=O)[O-])CC2)nc2sccn12 | -10 | -6 | -2 | -6 | 2 | -2 | -6 | 16 | -18
O=C(COC(=O)COc1ccccc1)NC1CCCc2ccccc21 (stereo not drawn) | -8 | 3 | -4[fluorescence artefact?] | -2 | -7 | 1 | -8 | 0 | -6
CCc1nc(NCCCn2ccnc2)c2oc3ccccc3c2n1 | 3 | 38[fluorescence artefact?] | 1[fluorescence artefact?] | 13 | 6 | -1 | 2 | 7 | 17
Cc1ccc(Cl)c2c1NC(=O)C2(O)CC(=O)c1ccc(F)cc1 (stereo not drawn) | 11 | 14 | 2 | 18 | -3 | -2 | 10 | 1 | 3
CCCOc1ccccc1C1NC(=O)NC(C)=C1C(=O)OCCOC (stereo not drawn) | -13 | -1 | -6[fluorescence artefact?] | 9 | -3 | -1 | 0 | -2 | 4

(continued)
SMILES | MDM2 E3 inh | 14-3-3 Bad PPI | eIF4E 4G PPI | FXIIa inh 1536 | p97 inhibitor | Wee1 stabilizer | FXIa inh 1536 | Rad51 HR inh | KLK5 inh
O=[N+]([O-])c1ccccc1S(=O)(=O)Oc1ccccc1/C=N/n1cnnc1 | 5 | -19[fluorescence artefact?] | 6 | 8 | 7 | -2 | 0 | 2 | -24
O=C(O)C1CC=CCC1C(=O)N1CCc2ccccc21 (stereo not drawn) | 2 | -18 | 7[fluorescence artefact?] | 5 | -8 | 0 | 3 | -7 | -8
Cc1ccc(CN2CCN(Cc3cnc(N(C)C)s3)CC2CCO)o1 (stereo not drawn) | 12 | -6 | -5 | 9 | 3 | -2 | 5 | 6 | 1
COc1ccc(CNC(=O)CS(=O)CC(=O)O)cc1OC (stereo not drawn) | 6 | -1 | 0 | 6 | 5 | -1 | -3 | 7 | -1
CCOC(=O)N1CCC(NC(=O)c2ccc3snnc3c2)CC1 | -17 | 2 | 0 | 18 | -1 | -2 | 6 | 0 | 1
CSc1ccc(CN(C)CC(=O)Nc2ccc(C)cc2Br)cc1 | 3 | -262[fluorescence artefact?] | i | 10 | -3 | -1 | 5 | 6 | -9
COC(=O)C1=C(C)NC(=S)NC1c1ccc(-c2ccccc2C(=O)OC)o1 (stereo not drawn) | -29 | -9 | 4 | 2 | 3 | 0 | -2 | 2 | -5
O=C(NC(=S)N1CCCc2ccccc21)c1ccc(Cl)cc1 | 5 | -4[fluorescence artefact?] | -2 | -3 | -4 | 2 | -8 | -2 | -18
ClCC1=Nc2cccc3cccc(c23)N1 | · | 8 | 13 | 0 | 15* | 3 | -2 | -27 | -3
CCOCCCn1c(-c2ccc(Cl)cc2)n[nH]c1=S | -10 | -4 | 4 | 2 | 3 | -3 | 1 | -6 | 9

3 compounds from above, sorted by their value in KLK5 inh, lowest first:
canonical_smiles | MDM2 E3 inh | 14-3-3 Bad PPI | eIF4E 4G PPI | FXIIa inh 1536 | p97 inhibitor | Wee1 stabilizer | FXIa inh 1536 | KLK5 inh
O=[N+]([O-])c1ccccc1S(=O)(=O)Oc1ccccc1/C=N/n1cnnc1 | 5 | -19[fluorescence artefact?] | 6 | 8 | 7 | -2 | 0 | -24
ClCC1=Nc2cccc3cccc(c23)N1 | · | 8 | 13 | 0 | 15* | 3 | -2 | -3
CCOC(=O)N1CCC(NC(=O)c2ccc3snnc3c2)CC1 | -17 | 2 | 0 | 18 | -1 | -2 | 6 | 1
